CYP2C19 act – increases human CYP2C19 enzyme activity; P33261; recombinant CYP2C19, luciferin-H EGE luminescence; hits give high values; 0 = fully inhibited enzyme, 1 = untreated enzyme; activation factor at 5 µM; 96,000 tested, under 10 active; AID 1025;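 active = activation factor of at least 2 at 5 µM in the primary screen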;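 also: 0 = wells with 2.5 mM tranylcypromine and 1 = vehicle-only wells; values of inactives mirror those of a sister screen read the other way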
Target sequence (P33261 whole entry, looked up): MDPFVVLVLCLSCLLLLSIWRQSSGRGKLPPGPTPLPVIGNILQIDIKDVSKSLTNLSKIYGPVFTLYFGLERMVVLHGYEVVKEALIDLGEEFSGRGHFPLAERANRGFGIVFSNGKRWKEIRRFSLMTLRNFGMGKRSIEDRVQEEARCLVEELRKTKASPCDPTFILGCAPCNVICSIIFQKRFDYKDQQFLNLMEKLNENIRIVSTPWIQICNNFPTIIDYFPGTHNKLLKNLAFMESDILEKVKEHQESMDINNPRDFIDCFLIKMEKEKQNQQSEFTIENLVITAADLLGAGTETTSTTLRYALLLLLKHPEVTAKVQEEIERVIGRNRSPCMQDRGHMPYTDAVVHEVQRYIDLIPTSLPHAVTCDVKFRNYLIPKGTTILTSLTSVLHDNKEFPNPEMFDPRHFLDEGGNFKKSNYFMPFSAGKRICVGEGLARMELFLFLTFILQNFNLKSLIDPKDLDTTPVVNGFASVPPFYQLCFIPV
sEH activator – increases human soluble epoxide hydrolase activity | activation, % at 2 µM | AID 717 | 0.04% of 91,000 active | P34913 | purified human sEH enzymatic activity, activator screen; in the data active = activation above about 37%; also: values of inactives mirror those of a sister screen read the other way
S1P2 blocker – antagonists of human S1P2 receptor; cell-based S1P2 antagonist assay, inhibition at 5 uM; O95136; inhibition, % at 5 µM; 0.21% of 97,000 active; in the data active = inhibition above about 45%;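 also: CRE beta-lactamase reporter cells expressing human S1P2 stimulated with S1P; 0% = agonist at EC80 alone and 100% = agonist plus reference antagonist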
PostGolgi yeast – growth inhibition of a yeast mutant, post-Golgi transport screen. post-Golgi transport phenotypic cell assay. AID 739. 0.9% of 98,000 active. inhibition, % at 10 µM;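 also: yeast cells grown in 1536-well plates; yeast grown about 18 h at 30C before absorbance read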
S1P2 ag – activates the human S1P2 receptor. O95136. S1P2-expressing cell line, agonist reporter read-out. activation, % at 4.5 µM. 0.46% of 97,000 active; in the data active = activation above about 16%;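 also: 0% = vehicle low control and 100% = maximal reference agonist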
DAT uptake mod – changed human dopamine transporter uptake under cocaine IC80 | Q01959 | LLC-PK1 hDAT cells, [14C]-dopamine uptake with cocaine IC80; actives deviate in either direction | B-score at 10 µM | 1.3% of 110,000 active | AID 449768;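 active = Z score or B-score, a plate-position-corrected score, falls beyond the plate's 99.7% confidence bounds, in either direction; inactive = both scores lie inside the 99.7% bounds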;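 also: scored against the spread of the other compound wells on the same plate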
Target sequence (Q01959 whole entry, looked up): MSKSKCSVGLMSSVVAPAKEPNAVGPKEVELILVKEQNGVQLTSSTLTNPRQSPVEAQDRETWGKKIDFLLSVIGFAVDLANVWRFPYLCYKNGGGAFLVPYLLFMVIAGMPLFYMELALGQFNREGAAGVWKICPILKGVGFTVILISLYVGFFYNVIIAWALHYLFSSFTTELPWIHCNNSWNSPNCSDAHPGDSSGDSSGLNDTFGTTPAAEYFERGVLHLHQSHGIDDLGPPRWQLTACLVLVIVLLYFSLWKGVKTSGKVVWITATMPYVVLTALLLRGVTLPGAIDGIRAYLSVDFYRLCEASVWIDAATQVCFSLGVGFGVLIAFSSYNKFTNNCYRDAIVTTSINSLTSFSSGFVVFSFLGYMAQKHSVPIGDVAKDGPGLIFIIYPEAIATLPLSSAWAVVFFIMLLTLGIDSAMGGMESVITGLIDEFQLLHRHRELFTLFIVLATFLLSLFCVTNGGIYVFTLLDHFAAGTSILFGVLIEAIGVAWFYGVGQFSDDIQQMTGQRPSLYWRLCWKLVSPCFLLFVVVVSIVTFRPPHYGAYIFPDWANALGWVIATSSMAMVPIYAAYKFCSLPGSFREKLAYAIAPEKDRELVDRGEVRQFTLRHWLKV
sEH inhibitor – inhibitors of human soluble epoxide hydrolase; AID 707; 0.34% of 91,000 active; recombinant human sEH enzymatic activity assay; P34913; inhibition, % at 2 µM; in the data active = inhibition above about 80%; also: values of inactives mirror those of a sister screen read the other way; many of its hits are not listed in these tables
CYP2C19 inh – inhibitors of human CYP2C19; P33261; CYP2C19 Supersomes, luciferin-H EGE luminescence, 30 min; inhibition, % at 5 µM; 21% of 96,000 active;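 active = CYP2C19 inhibition above a set limit at 5 µM in the primary screen, cut at about 50% in these data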;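 also: plate controls were negative control wells for no effect and 2.5 mM tranylcypromine positive control for full effect; values of inactives mirror those of a sister screen read the other way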
PostGolgi ctrl – growth of the yeast control strain, post-Golgi counter-screen | efflux-deficient yeast background strain, growth absorbance A615, 16 h | inhibition, % at 10 µM | AID 738 | 5% of 98,000 active
Starred values were filed as active, the others as inactive; . = not tested or not shown; & = joins results of further samples; ! = repeats disagree. Rule as the data show it, unless noted: active = inhibition above about 30%; inactive = the rest.

SMILES	CYP2C19 act	sEH activator	S1P2 blocker	PostGolgi yeast	S1P2 ag	DAT uptake mod	sEH inhibitor	CYP2C19 inh	PostGolgi ctrl
COCCn1nnnc1C(C(C)C)N(Cc1ccccc1)Cc1cc2cc(OC)ccc2[nH]c1=O (centres undefined)	0.2	.	.	-3	.	1.7	.	77*	-2
Cc1ccc(S(=O)(=O)n2cnc3cc([N+](=O)[O-])ccc32)c(C)c1C	1.1	8	-2	9	-1	-0.41	-11	-13	1
CC(C)CC(O)(CC(C)C)C(=O)NNc1ccccc1	.	-4	-12	.	-4	-0.28	4	.	.
O=C(Nc1ccccc1C(=O)OCc1nnc(-c2ccccc2)o1)c1ccco1	0.2	12	-30	-1	2	2.3	-12	76*	48*
CCCOC(=O)c1cc(=O)[nH]c2ccccc12	1.1	.	-10	0	-5	-0.85	.	-7	11
O=C(NCc1ccc(F)cc1)c1cnc2n(c1=O)CCS2	0.5	7	-13	-8	-5	0.73	-3	48	10
COc1ccc(C2=NOC(C(=O)N3CCCc4ccccc43)C2)cc1 (centres undefined)	0.8	5	23	-1	-2	2.3	-6	16	3
CC(C)(C)c1ccc(S(=O)(=O)N2CCCC2C(=O)NC2=NCCS2)cc1 (centres undefined)	0.9	-7	-14	-1	-2	0.3	9	8	1
COc1ccc(NCc2nnc(SCC#N)n2-c2ccccc2OC)cc1	0.6	9	14	25	-6	0.32	-11	38	6
CCCCN(c1ccccc1)S(=O)(=O)c1ccc2c(c1)CCN2C(=O)CCC(=O)O	0.9	-5	-19	7	-4	0.54	6	7	1
CC1CCCCC1NC(=O)CCCc1nc2ccccc2c(=O)[nH]1 (centres undefined)	0.7	6	0	1	-4	0.16	-2	26	-11
N#CC12CCCCC1CC1CCCCC1(C#N)N2Cc1ccccn1 (centres undefined)	1	.	4	0	-3	-0.87	.	3	-1
COn1c(C)c(C(C)=O)c2c3nonc3ccc21	0.4	-6	11	-10	-4	0.0051	6	61*	6
Cn1c(=O)c2cc(S(=O)(=O)NCCC(=O)NCc3ccccc3Cl)ccc2n(C)c1=O	1.1	-6	-7	-4	-5	-0.93	5	-10	7
Brc1ccccc1CN1CCC(N2CCCCC2)CC1	0.9	12	13	26	2	0.027	-14	5	2
CCC(C)(C)C1CCC2(CC1)NC(=O)N(CC(=O)Nc1nc(-c3ccc(C)cc3)cs1)C2=O (centres undefined)	1.1	-6	-28	-1	-2	-0.12	6	-8	-10
Cc1nc2ccc(NC(=O)Cc3cccs3)cc2s1	0.4	.	.	-3	.	0.81	.	59*	-2
O=C1c2ccccc2C(=O)N1Cc1nc(-c2ccccn2)no1	1	0	0	6	-4	-0.0041	5	3	-18
O=C(Nc1ccccc1)N1CCC(c2ccccc2)C1 (centres undefined)	0.3	-30	7	10	-6	1.1	29	73*	5
Cc1ccccc1N1CCN(C(=O)CCN2C(=O)c3ccccc3C2=O)CC1	0.9	-10	-3	14	-9	-0.03	8	14	25
CC1(C)CC(=O)c2cc(OCC(=O)N3CCCCCC3)ccc2O1	1	-2	13	8	-5	0.067	0	0	13
CCOC(=O)c1sc2nc(C(C)C)c3c(c2c1N)CC(C)(C)OC3	0.9	4	-3	-8	-1	-0.96	-1	5	12
COc1ccc(OC)c(NC(=O)CSc2nc3c(c(=O)n(C)c(=O)n3C)n2C)c1	0.8	18	-42	-9	17*	0.016	-19	24	14
CCOC(=O)CSc1nnc(-c2ccc(OC)cc2)n1CC	0.9	2	13	-1	-7	-0.11	-1	14	4
O=C(Nc1ccc(N2CCN(Cc3ccccc3)CC2)cc1)c1cccnc1	0.9	-4	-4	-3	-2	0.034	5	10	1
O=C(CCS(=O)(=O)c1cccs1)Nc1ccc(C(=O)NCc2ccc(F)cc2)cc1	0.9	-9	-5	4	-6	0.24	7	14	9
O=C(N/N=C/c1ccc2ccccc2c1)c1ccc(COc2ccc3c(c2)CCC3)o1	0.5	-45	10	-3	-2	-0.3	44	48	1
COc1ccc(C(=O)c2coc3ccc(O)c(CN(C)C)c23)cc1	0.7	-3	-12	0	-8	2.6	2	25	0
Cn1c(CNC2CCCCC2)c(C#N)c2ccccc21	0.4	3	3	-7	-9	-1.2	-4	55*	11
Cc1nc(CN2CCN(C(=O)c3ccc(Br)cc3)CC2)cs1	0.9	-12	-2	0	-6	1.3	15	14	12
CC(C)(C)c1cc(/C=N/NC(=O)Cc2nc3ccccc3[nH]2)cc(C(C)(C)C)c1O	0.1	14	-61	4	5	0.96	-16	93*	15
C=CCn1c(SCc2ccc(C#N)cc2)nnc1-c1cccc(OC)c1	0.1	3	-3	-10	-2	-0.18	1	91*	13
O=c1oc(-c2ccc(Br)o2)nc2ccccc12	0.2	12	-34	7	0	-2	-14	77*	7
CCC(=O)NC(=S)Nc1ccccc1OC	0.6	5	18	-6	-6	0.72	-6	39	9
O=C(COc1c(F)c(F)c(C(F)(F)F)c(F)c1F)Nc1ccc(N2CCOCC2)c(Cl)c1	1	-83	2	-2	-8	.	83*	5	14
CC1(C)CC(=O)CC(C)(C)N1OC(=O)c1ccccn1	0.7	-9	2	6	0	0.34	11	30	16
O=C(Cn1cnc2ccccc2c1=O)c1cccs1	0.8	24	-8	2	-2	0.2	-22	24	8
COC(=O)CCC(=O)NNC(=O)c1ccc(Br)cc1	1.1	-9	13	0	-5	-0.093	11	-10	10
CCOc1cc(C2C(C(=O)N3CCOCC3)=C(C)NC3=C2C(=O)CCC3)ccc1O (centres undefined)	0.8	19	3	6	-6	0.65	-19	16	-4
CCc1nnc(NC(=O)C2Cc3ccccc3CN2S(=O)(=O)c2cccs2)s1 (centres undefined)	0.4	-9	12	-5	-1	0.81	8	61*	14
CCOc1ccc(CCNC(=O)C2CCN(c3nn4c(=O)cc(C)nc4s3)CC2)cc1	0.8	.	.	-26	.	0.26	.	23	-2
Brc1ccc(-c2nnc3sc(CNCc4ccc5c(c4)OCO5)cn23)cc1	0.9	.	.	4	.	-0.051	.	9	27
COc1cc(S(=O)(=O)N(CCc2ccccc2)Cc2cccs2)ccc1-n1cnnn1	.	5	-5	.	-6	-1.1	1	.	.
CC(=O)OC1CC(C)(C)N(OC(=O)c2ccc(N)cc2)C(C)(C)C1	1.1	3	-12	-10	-6	-0.13	0	-12	4
O=S1(=O)CCC(N=Cc2cc(Br)ccc2O)C1 (centres undefined)	1.1	10	4	-13	-3	-0.65	-12	-11	5
O=C(NCc1cccnc1)c1cnn2ccccc12	0.9	.	1	7	-7	-1.8	.	12	0
Cn1c(=NC(=O)CSCC(=O)N2CCCC2)sc2ccccc21	0.7	-9	0	5	0	-1.5	7	27	-4
Cc1nc(SCC(=O)N2CCN(C(=O)c3ccco3)CC2)c2c(C)c(C)sc2n1	0.5	4	-36	.	9	2.1	-4	51*	.

Only sEH inhibitor, S1P2 ag and CYP2C19 inh, for some of the entries so far:
molecule	sEH inhibitor	S1P2 ag	CYP2C19 inh
CCOC(=O)CSc1nnc(-c2ccc(OC)cc2)n1CC	-1	-7	14
Cc1nc(CN2CCN(C(=O)c3ccc(Br)cc3)CC2)cs1	15	-6	14
CC(C)CC(O)(CC(C)C)C(=O)NNc1ccccc1	4	-4	.
Brc1ccc(-c2nnc3sc(CNCc4ccc5c(c4)OCO5)cn23)cc1	.	.	9

Later entries:
SMILES	CYP2C19 act	sEH activator	S1P2 blocker	PostGolgi yeast	S1P2 ag	DAT uptake mod	sEH inhibitor	CYP2C19 inh	PostGolgi ctrl
O=C(CSc1nnnn1-c1ccccc1F)Nc1nc2ccccc2s1	0.9	-2	4	-9	-3	-0.29	4	11	10
Cc1ccccc1NC(=O)CCC(=O)OCCCC(F)(F)C(F)(F)F	0.9	-1	-7	-5	-2	-0.2	0	8	-5
COc1ccc(-c2oc(NC(=O)CSc3ncn[nH]3)c(C#N)c2-c2ccc(OC)cc2)cc1	0.6	-12	1	1	-9	0.012	11	37	16
O=C(Oc1ccccc1-c1nnco1)c1ccc(Cl)cc1	0.8	9	-33	24	0	-0.019	-8	19	22
CC1(C)N=C(/C=N/O)C=[N+]1[O-]	1	-2	15	3	-3	-1	1	-1	-8
COc1ccc(Cl)cc1NC(=O)Cn1c(=O)n2nc(C)nc2c2ccccc21	0.4	.	-7	1	0	0.33	.	59*	8
c1cncc(-c2nnc3n2N=C(c2cccs2)CS3)c1	0.7	-8	-5	21	-4	-0.0035	7	27	7
CCC(=O)NCCc1cc2ccc(C)cc2[nH]c1=O	1.1	.	.	-5	.	0.62	.	-6	2
COc1cccc(C(C(=O)NC2CCCC2)N(C(=O)c2ccco2)C2CC2)c1OC (centres undefined)	0.9	-2	22	-2	-9	0.43	1	9	2
O=C(c1cccc(F)c1)N1CCN(c2ccc([N+](=O)[O-])c(N3CCCCC3)c2)CC1	0.5	-8	-11	15	-5	0.99	6	49	10
CCC(=O)n1nc(-c2ccc(OC)cc2)nc1SC	.	2	-4	.	-5	-1	3	.	.
CC(C)CCn1cnc2c(cnn2-c2ccc(Cl)cc2)c1=O	0.7	-1	-1	-4	0	0.091	2	32	3
CCCS(=O)(=O)N1CCN(C(=O)c2ccccc2F)CC1	.	5	0	1	-3	0.062	-7	.	3
N#Cc1c(N)n[nH]c1-c1cc2c([nH]1)CCCC2	.	-1	2	-1	-1	-1.1	6	.	4
CCOC(=O)Cc1csc(NC(=O)CCCCCN2C(=O)c3cccc4cccc(c34)C2=O)n1	.	-1	-7	.	7	0.1	7	.	.
O=C(NC1CCCCCCC1)C1CCN(S(=O)(=O)N2CCCC2)CC1	1.1	.	.	-1	.	0.36	.	-5	10
CSc1nc2oc3c(c2c2nncn12)CC(C)(C)SC3	1	0	-12	-25	0	-0.0061	-3	2	7
O=C(O)CP(=O)(c1ccccc1)c1ccccc1	1.1	.	17	-3	-2	0.014	.	-5	-3
C=CCN1C(c2ccc(OCC)cc2)=CS/C1=C(\C#N)c1nnc2n1CCCCC2	1	.	.	-2	.	3.8*!	.	4	6
COc1cc2[nH]c(=O)n(CCC(=O)NCc3cccnc3)c(=O)c2cc1OC	1	.	.	2	.	-0.027	.	2	9
CSc1ncc(Cl)c(C(=O)Nc2sc3c(c2C(=O)NCc2ccco2)CCCC3)n1	0.9	8	11	-3	-5	-0.37	-8	5	4
O=c1cc(CSc2nnc(-c3cccs3)n2Cc2ccccc2)nc2sc3ccccc3n12	0.1	.	16	2	-4	0.0035&0.11	.	93*	26
CCOC(=O)c1c(C)c(-c2ccccc2)n(CC(=O)N2CCN(C)CC2)c1C	0.9	-3	33	2	-6	0.53	2	14	-3
CCCc1ccc(OCc2nc(-c3ccc(NC(=O)c4ccco4)cc3)no2)cc1	0.8	.	.	-3	.	0.12	.	22	3
O=C(Nc1ccc(Br)cc1)C1CCCN1S(=O)(=O)c1cccs1 (centres undefined)	0	7	-5	-7	-6	1	-6	96*	13
COc1ccc(C(=O)Nc2ccc(C)cn2)c(OC)c1	0.7	12	-16	-8	0	-0.11	-9	31	3
CN1CCc2c(c3ccccc3n2C)C1	1	-2	3	14	-7	-0.59	1	0	9
CCc1sc(N(C(=O)Cc2ccccc2)c2ccccc2)nc1-c1ccccc1	0.8	9	-3	-2	-4	0.83	-7	18	5
CCc1nc(SCc2cccnc2)c2c(=O)n(C)c(=O)n(C)c2n1	0.1	.	-40	1	17*	-0.11	.	94*	12
CCNC(=O)COc1ccc(S(=O)(=O)Nc2ccccc2)cc1	0.6	-2	-19	5	-2	-0.0011	4	39	4
CC1=C(C(=O)OC(C)C)C(c2cccc(F)c2)n2ncnc2N1 (centres undefined)	0.9	-6	13	-9	-2	0.44	5	12	2
O=C(/C=C/c1ccccc1)N1CCN(C(=O)c2ccco2)CC1	.	-6	13	.	-11	0.025	7	.	.
O=C(Cn1cccc1)NC1CCCCCC1	0.8	-5	20	-1	-5	-1.7	5	20	-3

Printed as active in sEH inhibitor (from the list above):
| Molecule | CYP2C19 act | sEH activator | S1P2 blocker | S1P2 ag | DAT uptake mod | sEH inhibitor | CYP2C19 inh |
| --- | --- | --- | --- | --- | --- | --- | --- |
| O=C(COc1c(F)c(F)c(C(F)(F)F)c(F)c1F)Nc1ccc(N2CCOCC2)c(Cl)c1 | 1 | -83 | 2 | -8 | . | 83* | 5 |

Screens (PubChem BioAssay)
